D2 antag: antagonizes the human D2 dopamine receptor. HEK293 TREx D2 cells, calcium flux, dopamine EC80. P14416. inhibition, % at 10 µM. 2% of 340,000 active; in the data active = inhibition above about 30%; note: 0% is about no effect
Target sequence (P14416 whole entry, looked up): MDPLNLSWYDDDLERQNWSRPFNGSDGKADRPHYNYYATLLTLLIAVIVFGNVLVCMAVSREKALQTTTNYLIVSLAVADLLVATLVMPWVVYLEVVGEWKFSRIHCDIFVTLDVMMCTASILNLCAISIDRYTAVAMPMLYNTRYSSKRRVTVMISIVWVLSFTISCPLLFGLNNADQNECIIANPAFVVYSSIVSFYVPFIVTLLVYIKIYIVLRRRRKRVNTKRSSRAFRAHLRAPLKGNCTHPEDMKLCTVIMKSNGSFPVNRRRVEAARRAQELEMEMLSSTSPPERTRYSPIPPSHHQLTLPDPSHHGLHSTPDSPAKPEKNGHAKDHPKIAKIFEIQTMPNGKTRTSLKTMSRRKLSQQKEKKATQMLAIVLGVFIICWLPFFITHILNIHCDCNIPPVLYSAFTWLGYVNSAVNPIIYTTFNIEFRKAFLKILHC
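In this primary screen, negative modulation is detected by tracking calcium flux after an EC80 dopamine challenge in inducible HEK293 T-REx D2 cells preexposed to test compound for 180 s.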
D1 antag: blocks dopamine activation of the human D1 receptor | activity change, negative = inhibition, % at 10 µM | 3.2% of 360,000 active | HEK293 TREx D1 cells, calcium flux, dopamine EC80; active compounds read low | P21728 | AID 504652; in the data active = activity change below about -30%; note: % is set by controls: 0 for no effect and ±100 for the full control effect
Target sequence (P21728 whole entry, looked up): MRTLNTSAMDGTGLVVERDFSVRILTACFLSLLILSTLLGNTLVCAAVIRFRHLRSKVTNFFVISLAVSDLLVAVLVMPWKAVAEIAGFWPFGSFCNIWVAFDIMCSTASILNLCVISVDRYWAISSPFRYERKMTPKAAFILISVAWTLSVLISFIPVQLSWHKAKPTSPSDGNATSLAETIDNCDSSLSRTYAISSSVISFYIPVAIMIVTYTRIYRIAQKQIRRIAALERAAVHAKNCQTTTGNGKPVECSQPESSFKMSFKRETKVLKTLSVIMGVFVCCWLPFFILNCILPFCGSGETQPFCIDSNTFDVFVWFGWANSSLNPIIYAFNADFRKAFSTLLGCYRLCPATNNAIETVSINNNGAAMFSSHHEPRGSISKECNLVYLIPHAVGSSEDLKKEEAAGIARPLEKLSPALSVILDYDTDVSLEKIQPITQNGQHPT
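Cells carrying a force-coupled, tetracycline-inducible human D1 receptor report calcium flux. Each well gets a 10 s baseline, compound with 180 s monitoring, then an EC80 dopamine stimulus with a second 180 s kinetic read.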
TRHR agonist: TRH receptor (human) agonism; TRHR cells, calcium flux fluo-8, FDSS agonist mode; activation, % at 2 µM; 0.18% of 360,000 active; note: 0% is about no effect
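TRHR-expressing cells loaded with fluo-8 calcium dye; 23 nL library compound pin-transferred, kinetic FDSS fluorescence (Ex 480/Em 530) recorded about 180 s for agonist-induced calcium release, before a 10 nM TRH EC20 addition for potentiator mode.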
TRHR enhancer: allosteric enhancers of human TRH receptor; AID 493056; enhancement, % at 2 µM; P34981; 0.66% of 360,000 active; TRHR cells, fluo-8 calcium fluorescence, EC20 TRH enhancement; in the data active = enhancement above about 30%; note: 0% is about no effect
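TRHR-expressing cells loaded with fluo-8 calcium dye were read kinetically (ex 480/em 530) during compound addition, then stimulated with an EC20 of TRH (10 nM final). Enhancement of the Gq-mediated intracellular calcium response was scored.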
D1 PAM: enhances dopamine response at the human D1 receptor | P21728 | HEK293 TREx D1 cells, calcium flux, dopamine EC20 potentiation | potentiation, % at 10 µM | 0.036% of 360,000 active; in the data active = potentiation above about 30%; note: 0% is about no effect
D2 ag: D2 dopamine receptor (human) agonism; P14416; HEK293 T-REx D2 cells, calcium flux agonist mode; activation, % at 2 µM; 0.53% of 340,000 active; AID 485358;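 active = activation over 3 SD above normal in the single-dose calcium agonist read, cut at about 30% in these data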; note: 0% is about no effect
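In this primary screen, compounds producing a positive calcium signal within 180 s of addition to tetracycline-induced, force-coupled HEK293 Trex D2 cells are flagged; cells are dye-loaded with a no-wash calcium kit beforehand.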
D1 ag: activates the human D1 dopamine receptor; P21728; HEK293 T-REx D1 cells, calcium flux, agonist mode; activation, % at 2 µM; 1% of 360,000 active; AID 504660; note: 0% is about no effect
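Tetracycline-induced HEK293 TREx D1 cells, force-coupled to calcium signalling, were dye-loaded with a no-wash calcium kit. Compound was pin-added after a 10 s baseline. Fluorescence was read kinetically at 1 cycle/s for 180 s, with calcium rises flagged as agonism.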
RXFP1 antagonist: RXFP1 (human) relaxin receptor antagonism; HEK293-RXFP1, relaxin-stimulated cAMP HTRF, 30 min; active compounds read low; activity change, negative = inhibition, % at 57.5 µM; 0.59% of 350,000 active; AID 1259400; Q9HBX9;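 active = activity change of -60% or lower, but not beyond a set lower limit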; note: % is set by controls: 0 for no effect and ±100 for the full control effect
D2 potentiator: D2 dopamine receptor (human) potentiation | P14416 | HEK293 T-REx D2, calcium flux, EC20 dopamine potentiation | potentiation, % at 10 µM | 0.34% of 340,000 active | AID 485347;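 active = potentiation over 3 SD above the plate norm, cut at about 30% in these data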; note: 0% is about no effect
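Calcium flux readout, no-wash dye, 1 read/s. Inducible HEK293 Trex D2 line, overnight 30 C. Compound alone 180 s (agonist flags), then EC20 dopamine, another 180 s to score potentiation.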
* = called active by the depositor; x = no result given. Cut-off read from the data, not from the text of the source, unless noted: active = activation above about 30%; inactive = the rest.

SMILES | D2 antag | D1 antag | TRHR agonist | TRHR enhancer | D1 PAM | D2 ag | D1 ag | RXFP1 antagonist | D2 potentiator
CCOc1ncccc1C(=O)NCC1COc2ccccc2O1 (stereo not drawn) | -2 | 15 | -0.2 | 5 | 3 | -0.7 | 3 | 2 | 2
CCOC(=O)/C(C#N)=C/Nc1ccccc1OC(F)(F)F | 5 | -4 | -0.5 | -3 | 0 | -2.7 | 3 | -1 | 0
CCOC(=O)c1c(-c2cccc([N+](=O)[O-])c2)csc1NC(=O)C1CCCCC1 | 1 | -8 | 0.3 | -8 | 0 | 0.3 | 2 | -6 | -7
CCCN(C(=O)c1cccs1)c1nnc(-c2ccncc2)s1 | 23 | -4 | -1.1 | -2 | -2 | 1.3 | 6 | -8 | -7
CC(Sc1nnc(-c2ccccc2F)o1)C(=O)Nc1ccc(N2CCOCC2)cc1 (stereo not drawn) | 13 | -2 | -0.1 | -8 | 1 | 0.1 | 2 | -14 | -2
CC1CN/C(=C\C(=O)c2ccc(Cl)cc2)C(=O)N1 (stereo not drawn) | x | 19 | -1.0 | -3 | -3 | x | 1 | -5 | 3
O=C(c1ccccc1)N1CCN(C(=O)C23CC4CC(CC(C4)C2)C3)CC1 | -4 | 13 | -0.1 | 2 | -6 | 0.3 | 2 | 14 | 0
O=C(NCCC(=O)N1CCN(S(=O)(=O)c2ccccc2Cl)CC1)Nc1ccccc1 | 0 | -25 | 1.2 | 2 | 1 | -2.3 | 2 | -5 | 3
O=C(Nc1ccccc1F)NC1CCN(Cc2nnnn2Cc2ccc(F)cc2)CC1 | -7 | 0 | -0.1 | -10 | 0 | -0.3 | 0 | 1 | -5
COc1ccc(N(CC(=O)NC2CCCCC2)C(=O)c2ccc(C)s2)cc1OC | 1 | 10 | -1.0 | 32* | -3 | -0.4 | -1 | 6 | 0
CCC(CO)N=C1CC(C)(C)CC(=O)/C1=C(/O)CCCN1C(=O)c2ccccc2C1=O (stereo not drawn) | 13 | -29 | 0.4 | -5 | -5 | 2.0 | 0 | 3 | 0
Cc1ccc(OCC(=O)NCc2ccco2)cc1C | 7 | -10 | -0.6 | 14 | 0 | -0.6 | 3 | 1 | 12
O=C(O)c1cc(C(=O)O)cc(N2C(=O)CSC2=S)c1 | -2 | -1 | 0.3 | 5 | 4 | 0.6 | 2 | -7 | 21
CCC1Oc2ccccc2N(CC(=O)NCCCN2CCN(Cc3ccccc3)CC2)C1=O (stereo not drawn) | 3 | -10 | -0.3 | 13 | -2 | 0.4 | 5 | 0 | -15
O=C(NOC(=O)c1cc(Br)ccc1Cl)c1cccs1 | -12 | -3 | 0.6 | 8 | -6 | 0.4 | 1 | 6 | -14
Cc1ccc(-c2nn(-c3ccccc3)cc2/C=N/NC(=O)c2ccc(Br)o2)cc1 | -10 | -19 | 0.3 | -2 | -11 | -0.1 | 4 | -9 | -4
CCOc1ccc(-c2[nH]ncc2Oc2ccccc2OC)c(O)c1 | 7 | -4 | -0.9 | -1 | 0 | -0.3 | 3 | -38 | -1
Cc1cc(CNC(=O)COc2ccccc2F)c2ccccc2n1 | 5 | x | -1.7 | -1 | -3 | -0.9 | 13 | -3 | 0
C=CCNC(=O)C1CC1(c1ccccc1)c1ccccc1 (stereo not drawn) | 1 | 4 | -1.0 | 3 | -4 | -0.3 | 5 | -3 | -2
CC(NC(=O)COc1cccnc1[N+](=O)[O-])c1ccc(Cl)cc1 (stereo not drawn) | 3 | 13 | -1.5 | 1 | 10 | -0.3 | 8 | 0 | 1
Cc1ccc(-c2nc3cc(Cl)ccc3o2)cc1 | -17 | -8 | -0.4 | 5 | 4 | 0.2 | -3 | -1 | 5
CC(C)c1ccccc1OCCCCCNCCO | 10 | -8 | -1.8 | -5 | -8 | 1.1 | 93* | 0 | -4
O=C(NCc1csc(-c2cccs2)n1)C1CCC1 | -2 | 33 | -0.1 | 2 | 2 | 1.4 | 4 | 10 | -2
CC(C)CNS(=O)(=O)c1ccc(CCC(=O)NCC2CCCO2)cc1 (stereo not drawn) | x | 26 | -0.1 | 5 | -2 | x | 0 | -4 | x
O=C(O/N=C\c1ccc(N2CCCCC2)c([N+](=O)[O-])c1)c1cccc(Cl)c1 | 14 | -29 | -0.2 | -5 | 4 | 0.2 | 1 | x | 11
COc1cc(CNC2CCCCCC2)cc(OC)c1O | 1 | 6 | 1.2 | 3 | -4 | 0.9 | 3 | 5 | -14
CC1CCC(NC(=O)CNC(=O)Cc2cccc3ccccc23)CC1 (stereo not drawn) | 8 | 3 | -2.0 | 3 | 1 | -0.8 | 3 | -5 | -5
COc1ccc2oc(=O)c(C(=O)N3CCN(c4cc(Cl)ccc4Cl)CC3)cc2c1 | x | -3 | -0.6 | 11 | -1 | 0.4 | 1 | x | -3
CC(C)CN(C(=O)C1=NN(c2ccccc2)C(=O)CC1)c1c(N)n(Cc2ccccc2)c(=O)[nH]c1=O | 10 | -5 | 0.0 | 2 | -3 | -0.7 | 1 | -7 | 11
COc1ccc(NS(=O)(=O)c2cccc(C(=O)N(C)Cc3ccc(SC)cc3)c2)cc1 | -17 | -15 | -0.2 | -2 | -3 | 0.0 | 0 | -26 | -4
Cc1cc(NC(=O)c2c(-c3ccccc3Cl)noc2C)no1 | 0 | 24 | 0.5 | -4 | 6 | 0.9 | 1 | 8 | -1
CN1CCCC1CCNc1ccc2c(=O)c3ccccc3oc2c1 (stereo not drawn) | 6 | 2 | 0.1 | -2 | -7 | 0.1 | 1 | x | 2
COc1cc(OC)cc(C(=O)Nc2ccccc2S(=O)(=O)N2CCCC2OC(C)=O)c1 (stereo not drawn) | 0 | -3 | -0.5 | 0 | 1 | -1.4 | 0 | -1 | 5
CC(=O)NNC(=O)C(O)(c1ccccc1)c1ccccc1 | -2 | 4 | 0.2 | 6 | 2 | -0.6 | 4 | -4 | 6
CCn1c(NCc2ccccc2Cl)nc2ccccc21 | -17 | -25 | -0.6 | -2 | -8 | 0.7 | 6 | 8 | -18
CCc1ccc(NC(=O)Cn2c(=O)n(CCCC(=O)NCc3ccccc3Cl)c(=O)c3ccccc32)cc1 | x | -6 | -1.8 | 1 | -1 | -0.1 | 0 | x | 14
CCOc1cc(NS(=O)(=O)CC)c(OCC)cc1NC(=O)c1ccco1 | 8 | -1 | -0.7 | 6 | -3 | -0.2 | 6 | 4 | 9
CC(C)Oc1ccc(C(=O)Nc2nc3ccccc3[nH]2)cc1 | -2 | -7 | -0.2 | 16 | -4 | 0.8 | -3 | -30 | 105*
COCCNc1oc(-c2ccc(C)cc2)nc1C#N | -2 | -2 | -0.5 | -2 | -5 | -0.5 | -3 | x | -7
CC(C)c1ccc(OCC(=O)NC(C)c2ccccc2)cc1 (stereo not drawn) | -15 | -12 | -0.2 | -3 | -1 | -0.9 | 0 | -6 | 1

Taken from the listing (eight entries):
SMILES | D2 antag | D1 antag | TRHR agonist | TRHR enhancer | D1 PAM | D2 ag | D1 ag | RXFP1 antagonist | D2 potentiator
COc1ccc(NS(=O)(=O)c2cccc(C(=O)N(C)Cc3ccc(SC)cc3)c2)cc1 | -17 | -15 | -0.2 | -2 | -3 | 0.0 | 0 | -26 | -4
Cc1cc(NC(=O)c2c(-c3ccccc3Cl)noc2C)no1 | 0 | 24 | 0.5 | -4 | 6 | 0.9 | 1 | 8 | -1
CN1CCCC1CCNc1ccc2c(=O)c3ccccc3oc2c1 (stereo not drawn) | 6 | 2 | 0.1 | -2 | -7 | 0.1 | 1 | x | 2
COc1cc(OC)cc(C(=O)Nc2ccccc2S(=O)(=O)N2CCCC2OC(C)=O)c1 (stereo not drawn) | 0 | -3 | -0.5 | 0 | 1 | -1.4 | 0 | -1 | 5
CC(=O)NNC(=O)C(O)(c1ccccc1)c1ccccc1 | -2 | 4 | 0.2 | 6 | 2 | -0.6 | 4 | -4 | 6
CCn1c(NCc2ccccc2Cl)nc2ccccc21 | -17 | -25 | -0.6 | -2 | -8 | 0.7 | 6 | 8 | -18
CCc1ccc(NC(=O)Cn2c(=O)n(CCCC(=O)NCc3ccccc3Cl)c(=O)c3ccccc32)cc1 | x | -6 | -1.8 | 1 | -1 | -0.1 | 0 | x | 14
CCOc1cc(NS(=O)(=O)CC)c(OCC)cc1NC(=O)c1ccco1 | 8 | -1 | -0.7 | 6 | -3 | -0.2 | 6 | 4 | 9

(next part)
SMILES | D2 antag | D1 antag | TRHR agonist | TRHR enhancer | D1 PAM | D2 ag | D1 ag | RXFP1 antagonist | D2 potentiator
CCNc1c(NS(=O)(=O)c2ccc(F)c(Cl)c2)c(=O)oc2ccccc12 | x | -2 | -1.6 | -3 | -2 | x | 4 | 8 | x
O=C(Cn1ncn2cccc2c1=O)N1CCCCC1 | -7 | -24 | -0.1 | 2 | -1 | 3.6 | 1 | -7 | -6
CCC1(CC)NC(=O)N(CC(=O)Nc2ccc(S(=O)(=O)N3CCOCC3)cc2)C1=O | 0 | -25 | -0.2 | 10 | -10 | -3.2 | 4 | -7 | 18
Cc1cc(C)cc(N(CC(=O)NC2CCCC2)C(=O)CCC(=O)Nc2cc(C)on2)c1 | -6 | 1 | -0.8 | -2 | 0 | -0.5 | 8 | -1 | -7
O=C(COc1ccc(Cl)cc1)NCc1nnc(SCC(=O)N2CCCCC2)o1 | 25 | -8 | 0.9 | -5 | -17 | 0.3 | 1 | 14 | 11
Cc1cc2oc(C(=O)Nc3ccc(S(=O)(=O)Nc4nccs4)cc3)cc(=O)c2cc1Cl | 34* | 25 | -0.1 | -2 | -6 | -0.3 | 2 | -17 | -4
COc1ccc2c(c1)SC(C)CC2=O (stereo not drawn) | -5 | x | -0.7 | 9 | 1 | -0.2 | 0 | -4 | 17
C=CCn1c(-c2ccc(Cl)cc2)cnc1SC(C)C(N)=O (stereo not drawn) | -9 | -14 | -0.8 | 0 | 0 | -0.7 | 2 | -2 | -5
NS(=O)(=O)c1ccc(CNC(=O)c2ccc3c(=O)n4c(nc3c2)CCC4)cc1 | 3 | 3 | 0.2 | 3 | -5 | 0.5 | 1 | -5 | -1
Cn1cnc(S(=O)(=O)N2CCC(C(=O)N3CCN(c4cccc(C(F)(F)F)c4)CC3)CC2)c1 | x | -3 | 0.1 | 1 | 0 | 2.7 | 1 | -6 | 5
COC(=O)c1c(C)oc2c1cc(NS(=O)(=O)c1cccs1)c1ccccc12 | x | -14 | -0.2 | 3 | -3 | x | 0 | -2 | -1
CCC(=O)NCCCOc1ccccc1 | -5 | -17 | 1.1 | 0 | -4 | -0.1 | 0 | -4 | -5
CCc1ccccc1NC(=O)N1CC(C)Sc2ccccc21 (stereo not drawn) | x | -24 | -0.6 | 0 | -4 | -0.5 | -1 | -9 | 3
COCCCNc1nc(N)c([N+](=O)[O-])c(Nc2ccccc2OC)n1 | 3 | 15 | -0.1 | 8 | 10 | 11 | 3 | 6 | 6
CC(=O)c1c(C(C)=O)c(C)n(-c2nc(-c3ccc(Br)cc3)c(C)s2)c1C | 15 | -14 | -1.8 | -13 | 1 | -1.3 | 0 | 2 | -26
CCOC(=O)c1c(C)[nH]c(C)c1C(=O)COC(=O)CCOc1ccccc1OC | -2 | -11 | -0.1 | 13 | -5 | 0.3 | 1 | 4 | 3

Screens from PubChem BioAssay.

Random draw from the library (roughly 7.1% active in at least one column).
